# High-throughput results (PubChem BioAssay)
# Hep lipid drop: hepatic lipid droplet formation modulation; hit rate 0.4% among 240,000; AML12 mouse hepatocytes, oleate lipid droplets, BODIPY imaging; inhibition, % at 6.5 µM;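 active = lipid droplet intensity inhibited by at least 50%, with more than 500 cells counted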
#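 System: AML12 hepatocytes (mouse). Probe or stimulus: oleic acid at 100 µM to induce lipid droplet formation. Times: overnight treatment with compound plus oleate. Detection: Image-based BODIPY and DAPI two-channel analysis. Evaluation: percent inhibition of filter-corrected integrated lipid droplet intensity per well.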
# Hep lipid drop cells 6.5 µM: recorded beside Hep lipid drop, whose call it bears; cell count; measured here: cell count, cytotoxicity flag;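 cells counted across two imaged fields per well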
# Active calls of the source: *.
# The line under a structure holds: Hep lipid drop	Hep lipid drop cells 6.5 µM
CC(C)N1CC(C(=O)Nc2cc(Cl)cc(Cl)c2)CC1=O (configuration not stated)
→ 3	747
COCCOC1CCN(C(=O)c2cc(COc3ccc(F)cc3F)on2)CC1
→ 0	872
N#CCCn1cc(C(=O)Nc2ccccn2)c(-c2ccccc2)n1
→ 2	800
O=C(CSC(=S)N1CCCC1)Nc1cc2c(cc1Br)OCCO2
→ -2	777
Cc1cccc(NC(=O)c2ccc(COc3ccccc3[N+](=O)[O-])o2)n1
→ 17	841
Cc1ccc(N(C(=O)c2csnn2)C(C(=O)NC2CCCC2)c2ccncc2)c(C)c1 (configuration not stated)
→ -17	834
CCN(CC(=O)NC(C)(C)C)C(=O)c1ccccc1SCC(=O)NC1CCCCCCC1
→ -7	785
COc1ccc(C(C)=O)cc1CN1C(=O)NC(c2ccccc2)(c2ccccc2)C1=O
→ -1	785
COc1ccc(CSc2nnnn2-c2ccc(O)cc2)cc1F
→ -15	743
COc1ccc(COc2cccc3ccc(C)nc23)cc1F
→ -20	781
O=C(Cn1ncc2c([nH]c3ccccc32)c1=O)Nc1ccc(CN2CCCCC2)cc1
→ -3	730
COc1ccc(CN(CC(=O)NCc2ccc(F)cc2)C(=O)c2ccco2)cc1
→ -10	806
O=C(c1cc(COc2ccc(F)cc2F)on1)N1CC[C@@H]2CCCC[C@H]2C1
→ 2	856
OCC[C@@H]1C[C@@H](O)[C@H](O)[C@@]2(Cc3ccccc3O2)O1
→ -13	731
Cc1ccc(C)c(NS(=O)(=O)c2ccc(-c3ccc(=O)[nH]n3)o2)c1
→ 0	772

# A second format for part of the listing above.
SMILES,Hep lipid drop,Hep lipid drop cells 6.5 µM
O=C(CSC(=S)N1CCCC1)Nc1cc2c(cc1Br)OCCO2,-2,777
Cc1cccc(NC(=O)c2ccc(COc3ccccc3[N+](=O)[O-])o2)n1,17,841

# Complete entries from above:
# `Cc1cccc(NC(=O)c2ccc(COc3ccccc3[N+](=O)[O-])o2)n1` in the list: Hep lipid drop = 17; Hep lipid drop cells 6.5 µM = 841
# `O=C(CSC(=S)N1CCCC1)Nc1cc2c(cc1Br)OCCO2` in the list: Hep lipid drop = -2; Hep lipid drop cells 6.5 µM = 777

# More records
# The line under a structure holds: Hep lipid drop	Hep lipid drop cells 6.5 µM
C=CCN(c1ccccc1)S(=O)(=O)c1cc2c(cc1C)NC(=O)CO2
→ -16	819
COc1ccc(OCC2CCNCC2)cc1
→ 12	815
Cc1ccc(SCC(=O)Nc2ccc3c(c2)C(=O)N(C)C3=O)cc1
→ 3	738
O=C(Nc1ccc(OCC(=O)N2CCOCC2)cc1)c1ccccc1F
→ 8	452
O=C1NC(=O)C(c2ccc(Cl)cc2)N1 (configuration not stated)
→ 6	769
O=C(Nc1ccc(C(=O)N2CCN(c3ccccc3)CC2)cc1)C1=CSCCO1
→ -7	770
COCCn1c(SCC(=O)NC2CCCC2)nnc1-c1ccncc1
→ -1	836
Cc1onc(-c2ccccc2)c1C(=O)N1CCN(Cc2ccccc2)CC1
→ 14	749
Cc1ccc(-c2cc(C(=O)Nc3cc(C)ccc3O)no2)cc1
→ 15	813
CCOC(=O)C1CCCCN1Cc1cccc(OCc2ccccc2)c1 (configuration not stated)
→ -17	790
CCc1ccc2[nH]c(C(=O)N(C)c3ccc(F)cc3F)cc2c1
→ -5	823
Cc1cc(S(=O)(=O)NCCCN2CCOCC2)c(C)cc1Cl
→ -13	634
CCN(C(=O)c1cc(S(=O)(=O)N2CCCCC2)c[nH]1)c1ccc(OC)cc1
→ 0	760
O=C(Nc1nnc(S(=O)(=O)N2CCCC2)s1)c1cccc([N+](=O)[O-])c1
→ -6	622
O=C1CCC(C(=O)N2CCCO2)CN1Cc1cccc(C(F)(F)F)c1 (configuration not stated)
→ -1	842
COc1ccc(CCC2CCNCC2)cc1
→ -1	642
CCOc1ccc(-n2c(C)c(C(=O)O)c3cc(OC)ccc32)cc1
→ 0	817
COc1ccc(NC(=O)c2ccc(C)cc2)c[n+]1[O-]
→ 8	796
O=C(c1ccccc1F)N1CCN(S(=O)(=O)c2ccc3ccccc3c2)CC1
→ -12	793
CCNS(=O)(=O)c1cc(-c2nnc(OC)c3ccccc23)ccc1C
→ -3	788
O=[N+]([O-])c1cc2c(cc1CN1CCN(c3ccc(F)cc3)CC1)OCO2
→ 3	779
CCCN1CCC(NC(=O)C2CCCCC2C(=O)O)CC1 (configuration not stated)
→ 26	827
O=C1COc2ccc(S(=O)(=O)Nc3ccc(OC(F)(F)F)cc3)cc2N1
→ -9	685
Cc1ccc(S(=O)(=O)NN2C(=O)/C(=C/c3ccc(F)cc3)SC2=S)cc1
→ -21	829
Cc1ccc(CN2CCc3[nH]c(=S)[nH]c(=O)c3C2)cc1
→ 17	681
O=C(Nc1ccc(O)cc1)c1ccccc1OCc1ccccc1
→ -6	770
O=C1c2ccccc2C2(c3cc(C(F)(F)F)cc(C(F)(F)F)c3)NCCN12 (configuration not stated)
→ 4	695
CCC(CC)C(=O)Nc1c(C(=O)N2CCN(c3ccccc3)CC2)oc2ccccc12
→ 27	731
Cc1c(CC(=O)O)c(=O)oc2c(C)c(OCc3ccc(F)cc3F)ccc12
→ -1	408
COc1cccc(S(=O)(=O)Nc2cccc(C(=O)N3CCCC3)c2)c1
→ 5	701

# Single values from the entries so far:
# Cc1ccc(SCC(=O)Nc2ccc3c(c2)C(=O)N(C)C3=O)cc1 | Hep lipid drop: 3
# OCC[C@@H]1C[C@@H](O)[C@H](O)[C@@]2(Cc3ccccc3O2)O1 | Hep lipid drop: -13
# Cc1cc(S(=O)(=O)NCCCN2CCOCC2)c(C)cc1Cl | Hep lipid drop cells 6.5 µM: 634

# Continuation:
# The line under a structure holds: Hep lipid drop	Hep lipid drop cells 6.5 µM
CC(C)OCCCNC(=S)N1CCC(C(=O)c2ccc(Cl)cc2)CC1
→ 2	818
CC(C)CC(C(=O)O)N1C(=O)C2C3c4ccccc4C(c4ccccc43)[C@@H]2C1=O (some centres not stated)
→ -8	394
CC1CC(C)CN(C(=O)CCNC(=O)c2ccccc2Cl)C1 (configuration not stated)
→ 13	679
Cc1ccc(NS(=O)(=O)c2cccc3nsnc23)cc1[N+](=O)[O-]
→ 7	846
Cc1cccc(N(C(=O)CCC(=O)Nc2cc(C)on2)C(C(=O)NC2CCCC2)c2cccnc2)c1 (configuration not stated)
→ -44	819
Cc1cc(C)c(NC(=O)c2ccc3c(c2)CCN3S(C)(=O)=O)c(C)c1
→ 4	850
CC1CCC(=O)N(CCOc2ccccc2)CC1 (configuration not stated)
→ -10	807
CSc1nc(N2CCN(Cc3ccc4c(c3)OCO4)CC2)c2ccccc2n1
→ -11	825
COc1cc2c(cc1OC)CN(CC(=O)Nc1ccc(F)cc1)C(C(=O)O)C2 (configuration not stated)
→ 8	732
COc1ccccc1C(=O)NNS(=O)(=O)c1ccc(F)cc1
→ 15	826
O=C(O)c1ccccc1-c1ccccc1C(=O)Nc1ccc(OC(F)(F)F)cc1
→ -3	807
CC1CCN(C(=O)CN(c2ccc3c(c2)OCCO3)S(=O)(=O)c2ccccc2)CC1
→ -31	763
CN(Cc1nc2ccccc2n1C)C(=O)c1ccco1
→ -4	659
COc1ccc(Cl)cc1C(=O)NCCS(=O)(=O)N1CCN(c2ccccc2F)CC1
→ 4	732
COc1ccc(CCn2c(C)cc(C(=O)COC(=O)c3ccc(NC(=O)CC#N)cc3)c2C)cc1
→ -19	834
CC(C)NS(=O)(=O)c1ccc(CCC(=O)NCc2ccccn2)cc1
→ -6	817
CCN(CC)C(=O)C1CCCN(C(=O)CCn2nnnc2CN2CCOCC2)C1 (configuration not stated)
→ -10	667
CCn1nc(C)cc1C(=O)N1CCCC(C(=O)c2ccc(Oc3ccccc3)cc2)C1 (configuration not stated)
→ -1	864
O=c1[nH]c2ccc(S(=O)(=O)N3CCCC3)cc2[nH]1
→ -4	821
CN(C)CCN(C(=O)c1ccc2ccccc2c1)c1nc2c(F)cc(F)cc2s1
→ 10	806
CC(C)CNC(=S)N(CCCO)Cc1cc2cc3c(cc2[nH]c1=O)OCO3
→ -2	861
Cc1ccc(NC(=O)CCN2CCOCC2)cc1C
→ 2	753
Cc1nc(SCCc2ccccc2)[nH]c(=O)c1C
→ 13	758
COc1ccccc1N1CCN(S(=O)(=O)CCNC(=O)C23CC4CC(CC(C4)C2)C3)CC1
→ -6	679
COc1ccc(Cl)cc1NC(=O)CN1CCN(S(=O)(=O)c2ccc(F)cc2)CC1
→ -3	803
CCc1ccccc1NC(=O)c1cc([N+](=O)[O-])ccc1N1CCOCC1
→ -19	690
Cc1cc(C)c(S(=O)(=O)Nc2ncn[nH]2)c(C)c1
→ -6	666
CC(NC(=O)c1cc2cc(Br)ccc2oc1=N)c1ccccc1 (configuration not stated)
→ 1	845
CN(Cc1cccc(Cl)c1)C(=O)C1CCC(=O)N(C2CC2)C1 (configuration not stated)
→ 6	730
COCCCN1CC(=O)N2C(c3cccc(OC)c3)c3[nH]c4ccccc4c3C[C@H]2C1=O (some centres not stated)
→ 1	718
COc1ccccc1CNC(=O)Cn1ccsc1=N
→ -2	847
Cc1cccc(NC(=O)Cc2ccc(NC3=NC4CS(=O)(=O)CC4S3)cc2)c1 (configuration not stated)
→ 0	826
Cc1cc(C)n(CC(=O)NC2CCCc3c2cnn3-c2ccc(C)c(C)c2)n1 (configuration not stated)
→ 9	723
COc1ccc(OC)c(NC(=O)CS(=O)(=O)Cc2ccccc2)c1
→ 4	885
CC(Oc1ccccc1)C(=O)Nc1nnc(S(=O)(=O)N(C)c2ccccc2)s1 (configuration not stated)
→ 6	701
O=S(=O)(Cc1nnnn1-c1ccc(Br)cc1)c1ccc(F)cc1
→ -72	641
O=C(NCc1ccccc1)c1nccnc1CO
→ -2	403
COc1cc(C(C(=O)NC2CCCC2)N(CCO)C(=O)Cn2nnc(-c3ccc(C)o3)n2)ccc1O (configuration not stated)
→ 2	764
Cn1cc(CNC(=O)c2cc(COc3ccc4c(c3)CCCC4)on2)cn1
→ 18	880
COc1cc(C(=O)NCCC(=O)N2CCCCC2)cc(OC)c1OC
→ -6	783
CC(C)Oc1ccc(CN2CCC(n3nccc3NC(=O)CCc3ccccc3)CC2)cc1
→ 5	787
Cc1c(C(=O)N2CCOCC2)sc(NC(=O)c2ccccc2F)c1C#N
→ -10	804
COc1ccc(NC(=O)CCNC(=O)c2ccco2)cc1OC
→ 12	832
Cn1c(=O)[nH]c(=O)c2c1nc(SCC(O)CCl)n2Cc1ccccc1 (configuration not stated)
→ 14	867
N#CCOC(=O)C1c2ccccc2Oc2ccccc21
→ 15	826

# By substructure, the entries above with bromine (3)
# The line under a structure holds: Hep lipid drop	Hep lipid drop cells 6.5 µM
O=C(CSC(=S)N1CCCC1)Nc1cc2c(cc1Br)OCCO2
→ -2	777
CC(NC(=O)c1cc2cc(Br)ccc2oc1=N)c1ccccc1 (configuration not stated)
→ 1	845
O=S(=O)(Cc1nnnn1-c1ccc(Br)cc1)c1ccc(F)cc1
→ -72	641

# Further records.
# The line under a structure holds: Hep lipid drop	Hep lipid drop cells 6.5 µM
COc1cccc2cc(C(=O)Nc3cc(Cl)ccc3N3CCOCC3)c(=O)oc12
→ 6	765
O=C(O)c1ccc(NS(=O)(=O)c2ccc(N3CCCC3)c([N+](=O)[O-])c2)cc1
→ -14	799
COc1cc(C(=O)NCc2nnc(SCC(=O)NC3CCCC3)o2)cc(OC)c1OC
→ -1	693
O=C(CN(C(=O)c1csnn1)c1ccc(F)c(Cl)c1)NCc1ccc(F)cc1
→ -1	802
CC(C)c1ccc(NC(=O)CN2C(=O)NC3(CCCC3)C2=O)cc1
→ 14	743
CC(C)C(NC(=O)c1c(F)cccc1F)C(=O)NCCc1ccc(S(N)(=O)=O)cc1 (configuration not stated)
→ -2	819
O=C(NCCCN1CCOCC1)c1ccc2c(c1)N(Cc1ccc(Cl)cc1)C(=O)c1ccccc1S2=O (configuration not stated)
→ -42	731
Oc1ccc(Oc2ccc(Oc3ccc(O)cc3)cc2)cc1
→ -18	609
COc1ccc(OC)c(NC(=O)CSc2nnc(CNC(=O)c3cc(OC)c(OC)c(OC)c3)o2)c1
→ 8	734
COc1cccc(NC(=O)CSc2nc(C3CC3)nc3ccccc23)c1
→ -4	796
COc1cc(C(=O)NNC(=O)CNC(=O)c2ccc(Br)o2)cc(OC)c1OC
→ 1	673
CC(C)(C)OC(=O)[C@H](Cc1ccccc1)NC(=O)c1nc[nH]c1C(=O)N1CCN(c2ccccc2)CC1
→ 1	774
O=C(O)c1cccc(N/N=C/c2cccc3ccccc23)c1
→ -8	799
CN(CCc1ccccn1)C(=O)c1cc(COc2ccc(F)cc2F)on1
→ 0	843
O=C(NC12CC3CC(CC(C3)C1)C2)c1cc(F)c(F)cc1Cl
→ -1	805
CSCCC(=O)N1CCN(CC(=O)N2CCCC2)CC1
→ 10	779
Cc1ccnc(SC2CC(=O)N(c3ccc(F)cc3)C2=O)n1 (configuration not stated)
→ -5	766
COc1ccc(-c2cn[nH]c2-c2ccc(OCC(=O)NN)cc2O)cc1
→ -1	850
Cc1cc(NC(=O)CCC(=O)N(Cc2cccs2)C(C)(C)C(=O)NC2CCCCC2)no1
→ 2	778
O=C(O)c1ccccc1C(=O)c1ccc(-c2ccccc2)cc1
→ 3	869
N#CCCn1cc(CNC2CCC(O)CC2)c2ccccc21 (configuration not stated)
→ -3	834
CN1CCC(NC(=O)c2cccc(Oc3ccccc3)c2)CC1
→ -10	814
CCOC(=O)N1CCN(S(=O)(=O)c2ccc(Cl)cc2)CC1
→ 2	790
COc1ccc(-c2cc(C(=O)N3CCN(c4ccc(F)cc4)CC3)no2)cc1
→ -27	792
CSc1ccc(-c2sc(Nc3ccccc3)n[n+]2-c2ccc(F)cc2)cc1
→ -11	766
Cc1cc(=O)oc2c1ccc1ccccc12
→ 15	858
Cc1cc(C)c(NC(=O)CN2CCN(c3ccccn3)CC2)c(C)c1
→ 6	756
CC(=O)Nc1ccc(S(=O)(=O)NCCNS(=O)(=O)c2ccc(NC(C)=O)cc2)cc1
→ 8	783

# These rows are one share of the data; rates above refer to the full screens.
